# Source: PubChem BioAssay (several laboratories)
# IEC-6 tox – IEC-6 cytotoxicity, counter-screen for KLF5 inhibitors. luminescence viability. inhibition, % at 5 µM. hit rate 0.78% among 290,000; in the data active = inhibition above about 22%;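 also: 0% = plate median of test compound wells and 100% = cytotoxic reference compound wells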
# HSF1 inhib – HSF1 inhibition; NIH3T3-HGL HSE-luciferase, MG132-induced, luminescence 8 h; stronger effect = lower value; activity change, negative = inhibition, % at 7.5 µM (by protocol); hit rate 0.77% among 300,000; AID 2098;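 active = more than half of replicate wells show activity change below -50%, luminescence cut by over half; inconclusive = some wells, but at most half, below -50%; inactive = no replicate well below -50%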;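 also: luciferase reports HSF-1 transcriptional activity via heat shock element; 0% = median of DMSO wells and -100% = zero luminescence signal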
# HIF activator – HIF pathway transcriptional activation | U2OS HRE-luciferase reporter, luminescence; normalized: DMSO 0%, desferrioxamine 100% | activation, % at 7.5 µM (by protocol) | hit rate 0.32% among 300,000;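 active = mean activation of at least 10% of the iron chelator positive control signal, with at least half of replicates also reaching 10%; inconclusive = mean and replicate majority disagree about reaching 10%; inactive = mean and most replicates under 10%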
# HSF-1 act – increases HSF-1 driven luciferase reporter signal; AID 504408; NIH3T3-HGL HSF-1 luciferase reporter, MG132, 8 h; 100% = twice DMSO control signal; hit rate 1.7% among 300,000; activation, % at 9 µM;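 active = mean replicate activation of at least 50% with a set share of replicates each reaching 50%; inconclusive = only one of those two conditions met; inactive = mean below 50% and too few replicates reaching it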;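 also: 0% = median of the neutral control wells and 100% = twice that signal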
# AI-2 QS modul – modulators of Vibrio harveyi AI-2 quorum sensing system | hit rate 0.4% among 300,000 | Vibrio harveyi JMH597 AI-2 luminescence/OD600 ratio, 9 h; stronger effect = lower value; strain lacks LuxN and CqsS sensors; 0 = neutral-control median | activity change, % at 7.5 µM; in the data active = activity change below about -75%, passing the limit was not always enough; inconclusive = no clear call, values can overlap the other calls;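 also: luminescence divided by OD600 gain over 9 h not by final OD600 alone; inactives centre near 13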
# aSyn UTR inh – MLPCN primary screen, SNCA 5' untranslated region; hit rate 0.82% among 300,000; AID 1813; alpha-synuclein 5'UTR reporter, inhibitor activity; inhibition, % (tested at 7.5 µM); in the data active = inhibition above about 60%; inconclusive = no clear call, values can overlap the other calls;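 also: H4 neuroglioblastoma cells stably carrying SNCA 5'UTR luciferase fusion; 0% = DMSO wells and 100% = positive control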
# GSK3beta inhib – blocks human GSK3beta kinase activity. activity score (negative = inhibition), % at 10 µM. hit rate 0.038% among 300,000. GST-GSK3beta kinase, ADP-Glo luminescence, 60 min; stronger effect = lower value. P49841;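 active = more than half of replicate wells score below -50%, meaning over 50% inhibition versus plate controls; inconclusive = some replicates but at most half score below -50%; inactive = no replicate scores below -50%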;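 also: 0% = median DMSO wells and -100% = median GW8510 positive control wells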
# Target sequence (P49841 whole entry, looked up): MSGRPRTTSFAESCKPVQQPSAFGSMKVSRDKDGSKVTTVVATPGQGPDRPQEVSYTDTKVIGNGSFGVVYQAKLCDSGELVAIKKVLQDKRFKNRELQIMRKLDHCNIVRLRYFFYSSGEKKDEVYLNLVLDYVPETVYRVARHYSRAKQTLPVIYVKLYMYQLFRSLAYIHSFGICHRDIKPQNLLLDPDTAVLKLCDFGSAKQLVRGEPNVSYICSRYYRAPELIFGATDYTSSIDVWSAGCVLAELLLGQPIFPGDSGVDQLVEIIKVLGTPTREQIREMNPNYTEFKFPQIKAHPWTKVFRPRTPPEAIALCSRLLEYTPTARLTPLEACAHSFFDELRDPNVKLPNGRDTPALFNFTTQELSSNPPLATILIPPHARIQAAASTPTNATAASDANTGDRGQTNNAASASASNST
#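 test system = GST-tagged human GSK3beta kinase, cell-free | reagent = 25 µM ATP with peptide substrate | dosing = one dose of 10 µM per compound | schedule = 60 min reaction, RT | detection = luminescent ADP-Glo measurement of ADP formed | control set = DMSO neutral wells and GW8510 at 20 µM as positive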
# GSK3A inh – inhibitors of human GSK-3 alpha kinase; hit rate 0.1% among 320,000; ADP-Glo luminescence, 60 min; P49840; inhibition, % at 10 µM;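 in the data active = inhibition above about 50%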;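 also: GST-tagged GSK-3 alpha with peptide substrate and 25 µM ATP; 0% = DMSO neutral wells and 100% = GW8510 positive control wells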
# Target sequence (P49840 whole entry, looked up): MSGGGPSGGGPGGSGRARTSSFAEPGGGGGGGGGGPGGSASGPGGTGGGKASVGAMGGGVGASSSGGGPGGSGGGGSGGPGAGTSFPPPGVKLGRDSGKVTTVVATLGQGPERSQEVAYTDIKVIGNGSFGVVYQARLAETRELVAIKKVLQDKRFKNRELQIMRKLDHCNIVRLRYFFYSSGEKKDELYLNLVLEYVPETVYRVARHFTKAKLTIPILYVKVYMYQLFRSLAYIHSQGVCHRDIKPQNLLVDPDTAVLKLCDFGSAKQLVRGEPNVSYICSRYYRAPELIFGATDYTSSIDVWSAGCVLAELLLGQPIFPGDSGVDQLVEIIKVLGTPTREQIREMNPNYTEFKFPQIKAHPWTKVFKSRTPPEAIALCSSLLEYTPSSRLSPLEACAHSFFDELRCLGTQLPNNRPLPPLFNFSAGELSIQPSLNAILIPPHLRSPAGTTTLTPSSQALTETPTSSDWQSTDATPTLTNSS
# KLF5 inhibitor – inhibitors of KLF5 expression. hit rate 0.23% among 290,000. inhibition, % at 5 µM. DLD-1 KLF5 promoter-luciferase reporter, luminescence;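 active = inhibition above a per-plate limit of that plate's mean compound inhibition plus 3 SD, cut at about 60% in these data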;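 also: 0% = DMSO wells and 100% = LY294002 at 200 µM; higher means less KLF5 promoter-driven luciferase light; inactives centre near -14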
# HSP90 refold inh – HSP90 refolding inhibition in rabbit reticulocyte lysate | luciferase refolding luminescence, 3 h | inhibition, % at 5.6 µM | hit rate 0.91% among 290,000 | AID 1789;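 active = inhibition above the screen-wide mean plus 3 SD, computed separately per campaign, cut at about 16% in these data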;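 also: 0% = DMSO wells and 100% = 60 µM geldanamycin wells; inhibitors lower the luminescence because luciferase stays unfolded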
# Starred values were filed as active, the others as inactive; ? = inconclusive; / = no result given; & = joins results of further samples.
SMILES,IEC-6 tox,HSF1 inhib,HIF activator,HSF-1 act,AI-2 QS modul,aSyn UTR inh,GSK3beta inhib,GSK3A inh,KLF5 inhibitor,HSP90 refold inh
COc1ccc(-c2noc3c2-c2nc(C(C)C)sc2CC3)cc1,/,-4,-0.4,21,14,-18,3,0,/,/
COc1ccc(/C=C2\SC(=O)N(CCC(=O)N3CCCCC3)C2=O)cc1OC,2,18,-0.1,?,26,27,2,13,6,1
COC(=O)CCc1nc2c(C#N)c(-c3ccc(Cl)cc3)ccn2n1,2,2,0.1,-15,27,19,-1,-10,-19,3
COC(=O)c1c(NC(=O)c2ccccc2)sc2c1CC(C)(C)OC2,7,-4,4.2,0,26,-69,1,-1,-14,4
C/C(=N\NS(=O)(=O)c1ccc(C)c([N+](=O)[O-])c1)c1ccc2c(c1)OCO2,-7,-3,-1.7,-3,25,-20,7,-8,-10,-4
CCC(C)NC(=O)CSc1ncccc1C(=O)O (stereo not drawn),1,-2,-0.5,2,26,-3,-3,3,-12,2
COc1cc(C2(c3ccc(O)c(OC)c3)C(=O)N(C)c3ccc(Br)cc32)ccc1O,/,9,-0.2,5,-5,-2,0,-2,/,/
CCOc1[nH]n(-c2ccc(Cl)cc2)c(=O)c1C=Nc1ccc(O)cc1,3,6,1.1,18,-1,-13,0,-3,16,0
COc1ccc(C)cc1S(=O)(=O)N(C)CC(=O)NC1CCCCC1,5,0,-0.4,-1,34,-2,-2,1,-4,10
CCC1CCCCN1C(=O)CSc1nnc(-c2cccs2)o1 (stereo not drawn),-8,16,1.0,11,15,-74,2,-1,-150,2
c1csc(C(c2nnnn2C2CCCCC2)N2CCCC3(CCCCC3)C2)c1 (stereo not drawn),-1,-22,-0.1,-25,8,1,-4,-2,-1,3
Cc1cc(Cl)c(S(=O)(=O)N2CCN(c3ccc(F)cc3)CC2)cc1OCC(N)=O,0,-5,-1.2,-16,7,21,1,-1,-7,1
O=C(NCc1ccc2c(c1)OCO2)c1ccc(CS(=O)Cc2cccc(Cl)c2)o1 (stereo not drawn),-10,-6,-0.1,-1,21,29,1,1,-15,-6
COC(=O)C1CN(C(=O)COc2cc(C)cc(C)c2)c2ccccc2O1 (stereo not drawn),-7,2,-38,44,0,-2,-2,-4,-40,-4
CCNC(=O)c1ccc(-n2nc(C(F)(F)F)c3c2CCCC3)cc1,2,-5,0.0,-4,18,27,1,/,-33,0

# 7 compounds picked at random from the list so far:
SMILES,IEC-6 tox,HSF1 inhib,HIF activator,HSF-1 act,AI-2 QS modul,aSyn UTR inh,GSK3beta inhib,GSK3A inh,KLF5 inhibitor,HSP90 refold inh
COc1ccc(/C=C2\SC(=O)N(CCC(=O)N3CCCCC3)C2=O)cc1OC,2,18,-0.1,?,26,27,2,13,6,1
COC(=O)C1CN(C(=O)COc2cc(C)cc(C)c2)c2ccccc2O1 (stereo not drawn),-7,2,-38,44,0,-2,-2,-4,-40,-4
O=C(NCc1ccc2c(c1)OCO2)c1ccc(CS(=O)Cc2cccc(Cl)c2)o1 (stereo not drawn),-10,-6,-0.1,-1,21,29,1,1,-15,-6
c1csc(C(c2nnnn2C2CCCCC2)N2CCCC3(CCCCC3)C2)c1 (stereo not drawn),-1,-22,-0.1,-25,8,1,-4,-2,-1,3
COc1cc(C2(c3ccc(O)c(OC)c3)C(=O)N(C)c3ccc(Br)cc32)ccc1O,/,9,-0.2,5,-5,-2,0,-2,/,/
COc1ccc(-c2noc3c2-c2nc(C(C)C)sc2CC3)cc1,/,-4,-0.4,21,14,-18,3,0,/,/
CCC(C)NC(=O)CSc1ncccc1C(=O)O (stereo not drawn),1,-2,-0.5,2,26,-3,-3,3,-12,2

# (listing goes on)
SMILES,IEC-6 tox,HSF1 inhib,HIF activator,HSF-1 act,AI-2 QS modul,aSyn UTR inh,GSK3beta inhib,GSK3A inh,KLF5 inhibitor,HSP90 refold inh
CCOC(=O)c1oc2cc(O)ccc2c(=O)c1-c1ccc(OC)cc1,-1,/,-0.3,/,22,14,0,0,-26,-4
OC(COc1cccc2ccccc12)CN1CCN(c2ccc(Cl)cc2)CC1 (stereo not drawn),-8&-4,4,-0.4,-13,28,7,-1,0,-29&-20,1&-1
COCc1c(Br)c(C)nc(OCC(=O)O)c1C#N,-1,0,-0.1,-19,5,19,-1,0,-31,-1
Cc1ccc(NC(=O)CSCC(N)=O)cc1C,-2,5,/,-9,1,-1,-3,-9,2,-2
COc1ccc(C(=O)OCCOc2cccc(Cl)c2)cc1S(=O)(=O)N1CCOCC1,-6,13,0.2,10,22,0,1,-1,-24,-2
CCC(C)[C@H](NC(=O)Nc1ccccc1F)C(=O)O (stereo partly drawn),-4,-3,-0.3,-3,20,4,-1,0,-17,0
CCOC(=O)Nc1cc(C(=O)OC)ccc1C,-2,7,-1.3,11,9,21,-2,0,-39,4
CCOc1cc(/C=N/NS(=O)(=O)c2ccccc2)ccc1OS(=O)(=O)c1ccc(C)cc1,-1,-8,-0.2,-2,-7,-31,2,1,-13,-4
O=[N+]([O-])c1cnc2ccccn12,-11,-8,-0.7,6,19,20,3,-1,-20,-4
Nc1cccc(-c2cc3ccccc3oc2=O)c1,1,-5,-3.8,-2,24,25,0,-2,-15,44*
CCOc1ccccc1NC(=O)CSc1nncc2ccccc12,7,5,-0.4,13,/,1,/,-1,-2,1
COc1ccc(C(=O)Cc2cc(OC)c(OC)cc2[N+](=O)[O-])c(OC)c1,-5,9,1.2,11,22,-43,-1,-4,-3,-3
Clc1cccc(-c2nc(NCC3CCCO3)c3ccccc3n2)c1 (stereo not drawn),3,0,0.3,0,-7,13,-3,-6,2,-2
CCOC(=O)c1cn(Cc2c(C)c(C)c(C)c(C)c2C)nn1,-2,15,-0.3,41,41,11,2,-2,-17,5
Cc1ccc(Cl)c(OCC(=O)OCC(=O)NC2CCCc3ccccc32)c1 (stereo not drawn),0,-3,-0.1,-7,29,-20,0,0,17,8
COc1ccc(C)cc1NC(=O)c1nn(C)cc1Br,9,1,-0.4,-3,-3,-38,1,1,-2,7
O=C1CSC(=Nc2ccc(Cl)cc2)N1,-1,1,-8.1,-1,-17,7,3,-1,-10,2
Cc1cc(=O)oc2cc(OCC(=O)Nc3ccccc3C(N)=O)c(Cl)cc12,1,5,0.2,15,-3,-34,-6,3,-6,6
CCCC(=O)N1CC2(C)CN(C(=O)CCC)CC(CCC)(C1)C2=O,-1,-5,0.1,-10,1,4,4,0,-27,1
Cc1ccc(NC(=O)c2cccc(C(=O)Nc3ccc(C)c(C)c3)n2)cc1C,9,6,1.3,8,18,-10,-1,0,-17,4
Clc1ccc(-c2csc(N3CCCCCC3)n2)cc1,0,-7,0.3,0,6,-85,0,-2,-7,-7
CN(C)C=NC(=O)c1cc(C(=O)c2ccc(Cl)cc2Cl)c[nH]1,-5,-18,0.7,-20,15,11,-12,12,-14,-3
O=C1CSc2ccc(S(=O)(=O)CCC(=O)NC3CCCCC3)cc2N1,2,16,-0.1,19,12,-9,0,-2,-71,2
Cc1c(C)c(C)c(C(=O)c2ccc(NC(=O)c3ccccc3C(=O)O)cc2)c(C)c1C,-3,-2,0.8,10,26,10,3,-7,-17,0
COc1ccc(/C(O)=C2/C(=O)C(=O)N(Cc3cccnc3)C2c2ccncc2)cc1F (stereo not drawn),1,-1,-11,-2,49,-17,1,-3,-20,0
O=C1N[C@@H](Cc2cnc[nH]2)C(=O)N2CCC[C@@H]12,-10,-3,0.2,-13,8,-5,-3,-2,-9,-2
Cc1ccc(S(=O)(=O)Cn2nnnc2C(CC(C)C)N2CCN(C)CC2)cc1 (stereo not drawn),11,-5,-0.1,-8,18,-11,3,-1,2,-1
NS(=O)(=O)c1ccc(CCNC(=O)CNCCc2ccccc2)cc1,-5,0,-0.1,37,22,1,0,-4,-26,0
CN(Cc1ccon1)Cc1cn[nH]c1-c1ccc(-c2ccccc2)cc1,9,8,0.8,28,7,-45,3,-2,-34,4
CN(C)S(=O)(=O)c1ccc(C(=O)Nc2nnc(SCc3cccc(F)c3)s2)cc1,-15,-6,-0.1,1,0,17,1,3,16,1

# Three of the entries above in order of the GSK3beta inhib value, rising:
Molecule,GSK3beta inhib
CN(C)S(=O)(=O)c1ccc(C(=O)Nc2nnc(SCc3cccc(F)c3)s2)cc1,1
CN(Cc1ccon1)Cc1cn[nH]c1-c1ccc(-c2ccccc2)cc1,3
CCCC(=O)N1CC2(C)CN(C(=O)CCC)CC(CCC)(C1)C2=O,4

# Remaining list, next part:
SMILES,IEC-6 tox,HSF1 inhib,HIF activator,HSF-1 act,AI-2 QS modul,aSyn UTR inh,GSK3beta inhib,GSK3A inh,KLF5 inhibitor,HSP90 refold inh
S=C(NCc1ccccc1)NCc1ccc(CNC(=S)NCc2ccccc2)cc1,-6,-3,-0.3,-5,12,39,0,-3,-15,1
N#Cc1c(N)n(C2CCCCC2)c2nc3ccccc3nc12,0,0,-0.5,13,5,62*,1,7,13,-1
O=S(=O)(Nc1ccc(O)c(CN2CCCCC2)c1)c1ccccc1,-9,-11,0.0,-24,25,2,-6,4,-37,-2
CC(C)(C)NC(=O)COC(=O)/C=C/c1ccccc1[N+](=O)[O-],-1,-7,0.0,-10,17,-22,2,1,-38,-3
COCCCNC(=S)NCCNc1nc2cc(C)cc(C)c2cc1C#N,12,-2,0.0,-9,10,31,2,3,-21,-4
COC(=O)c1ccccc1NC(=O)COC(=O)/C=C/c1ccco1,-2,3,-0.2,-11,26,18,3,-1,8,7
CCn1ncc(-c2ccnc3cc(C(=O)O)nn23)c1C,-1,-6,-0.2,-9,10,-1,0,3,-20,-1
Cc1cccc(Cl)c1NC(=S)NCCc1ccccn1,0,-9,-0.3,5,3,-8,0,2,-1,-1
CC(C)CC(=O)NNC(=O)C(C)C,-6,-1,-0.5,16,21,26,8,-1,-6,-1
COc1ccc(CNc2ccc(C(=O)O)cc2)cc1,-2,-2,-0.1,-5,-95*,-16,3,-1,-33,-2
O=C(NC(=S)NC1CCCCC1)c1ccccc1[N+](=O)[O-],1,-3,0.6,5,1,-16,1,-6,-53,-3
O=C(NNC(=S)NCc1ccco1)c1ccc(Cl)s1,-10,20,0.2,18,16,5,1,0,-11,-6
CC(=O)c1cccc(NC(=O)COC(=O)c2ccccn2)c1,-3,-2,0.7,9,?,-10,-1,-1,-22,7
CCCCc1nc2sc3c(c2c(=O)n1NC(=O)c1ccco1)CC(C)(C)OC3,3,6,0.1,0,23,15,3,0,7,1
